Bioassay records (PubChem)
RmlC RmlD mix: mixture blocks RmlC and RmlD coupled enzyme activity. RmlC/RmlD coupled enzyme inhibition, 384-well mixture HTS. inhibition, % at 5.5 µM. actives 0.39% (n = 110,000); in the data active = inhibition above about 30%, passing the limit was not always enough; inconclusive = no clear call, values can overlap the other calls; also: strong numbers were not always called active
HIV RNase H inh: inhibitors of HIV-1 reverse transcriptase RNase H. P04585. RT-RNase H RNA/DNA duplex cleavage, fluorescence. inhibition, % at 10 µM. actives 1.9% (n = 65,000); in the data active = inhibition above about 50%
The depositor's hits bear a star; ? = inconclusive; nt = not tested or not shown. These rows are one share of the data; count on the stated rates, not on these rows.

SMILES	RmlC RmlD mix	HIV RNase H inh
Nn1c(SCC(=O)Nc2ccc(S(=O)(=O)N3CCCC3)cc2)nnc1C(F)(F)F	14	-8
CC(/C=C/c1ccc(C)o1)=C\C(=O)O	-5	nt
COc1ccccc1NC(=O)c1ccc(-c2ccccc2F)o1	-3	-20
Cc1ccc(C(=O)OCC(=O)Nc2ccccc2)cc1NC(=O)c1ccco1	8	-12
COc1ccc(CNC(=O)COC(=O)c2n[nH]c3ccccc23)cc1OC	16	-2
CCN(CC)C(=O)c1[nH]cnc1C(=O)N[C@@H](C)C(=O)OCc1ccccc1	4	nt
CCc1nnc(NS(=O)(=O)c2ccc(NS(=O)(=O)c3ccc(NC(C)=O)cc3)cc2)s1	0	nt
CCOC(=O)c1c(C)[nH]c(N=Nc2ccccc2)c1C	4	nt
CCn1c(=O)cc(OCC(=O)Nc2nc(C)cs2)c2ccccc21	10	4
O=C(CN1C(=O)NC2(CCCC2)C1=O)Nc1ccc(F)cc1	-12	nt
CCCCCn1c(=O)c(Cc2ccccc2)c(O)c2ccccc21	3	nt
COCc1cc(C)nc(OCC(=O)N/N=C/c2ccc(-c3cc([N+](=O)[O-])ccc3C)o2)c1C#N	15	nt
O=C1OCCC1Sc1nnc(-c2ccc(Br)cc2)o1 (stereo unspecified)	19	-8
CC(C)Oc1cccc(C(=O)Nc2ccc(NC(=O)c3ccco3)cc2)c1	14	19
CC(C)C(=O)N1CCC(c2nc(-c3ccc(S(=O)(=O)N4CCCC4)cc3)no2)CC1	-1	nt
CCC(C)n1c(=N)c(C#N)cc2c(=O)n3ccccc3nc21 (stereo unspecified)	13	nt
CC(=O)c1cc(-c2ccccc2)n(CC(=O)N2CCN(C3CCCC3)CC2)c1C	-5	-5
CC(C)=CCC(C)(C)CNC(=O)NC1CCCCC1	?	8
N#Cc1ccccc1Sc1ccccc1C(=O)OCC(=O)N1CCN(C(=O)c2ccco2)CC1	6	-22
CC(C)[C@@H]1NC(=O)c2cc([N+](=O)[O-])cc(I)c2NCCCC[C@@H](C(=O)NC(CC(=O)O)C(N)=O)NC(=O)[C@H](CO)NC1=O (stereo partly specified)	-10	nt
O=c1oc2ccc(Br)cc2cc1-c1nc2ccccc2o1	-78	-1
COc1cc(C2CC(=O)Oc3c(C(CCN4CCCC(C)C4)c4ccc(N(C)C)cc4)c(OC)cc(OC)c32)cc(OC)c1OC (stereo unspecified)	5	nt
CC1=C(CC/C(C)=N/NC(N)=S)C(C)(C)CCC1	-5	nt
O=C1C(=O)N(CCN2CCOCC2)C(c2ccncc2)/C1=C(/O)c1ccc2c(c1)OCO2 (stereo unspecified)	-8	1
Cn1c(/C=N/n2cnnc2)nc2ccccc21	44*	-15
Cn1c(Cn2c(=O)sc3ccccc32)nnc1SCC(=O)N1CCOCC1	-34	1
CN1C(=O)N2CN(C3CCCCC3)CN3C(=O)N(C)C1C23 (stereo unspecified)	5	1
CCOC(=O)c1c(-c2cccs2)csc1NC(=O)CN1CCOCC1	1	-22
C=CCn1c(SCCC(=O)O)nc2c1c(=O)n(C)c(=O)n2C	21	-11
O=C(Nc1cccnc1)c1ccc2snnc2c1	-9	-2
CC(=O)Nc1sc2c(c1C(c1ccccc1Cl)N1CCN(CCO)CC1)CCCC2 (stereo unspecified)	-4	nt
COc1ccc(N(CC(=O)NCc2cccs2)S(=O)(=O)c2c(C)nn(C)c2C)cc1	7	-10
COc1ccccc1N1CCN(C(c2cccs2)C(C)NC(=O)c2cccs2)CC1 (stereo unspecified)	5	2
O=C(O)CCC(=O)N1CCc2cc(S(=O)(=O)NCc3cccs3)ccc21	-17	8
CCOc1ccc(C(C)=O)cc1COc1ccc(-n2cnnn2)cc1	-11	-9
O=C(NC(c1ccccc1)c1ccccc1)c1ccc(Br)o1	-11	nt
Cc1onc(-c2ccccc2)c1C(=O)Nc1ccc(-c2nnc3n2CCCCC3)cc1	-16	-1
Cc1ccc(C2CC(c3ccc(F)cc3)Nc3nc(N)nn32)cc1 (stereo unspecified)	-5	-4
CSc1n[nH]c(NCc2ccc(C)cc2)n1	-13	nt
CCCC(=O)NC(=S)Nc1c(C)cc(Br)cc1C	-14	nt

Reformatted in markdown: entries from further up.
| SMILES | RmlC RmlD mix | HIV RNase H inh |
| --- | --- | --- |
| CN1C(=O)N2CN(C3CCCCC3)CN3C(=O)N(C)C1C23 (stereo unspecified) | 5 | 1 |
| CCOC(=O)c1c(-c2cccs2)csc1NC(=O)CN1CCOCC1 | 1 | -22 |
| C=CCn1c(SCCC(=O)O)nc2c1c(=O)n(C)c(=O)n2C | 21 | -11 |
| O=C(Nc1cccnc1)c1ccc2snnc2c1 | -9 | -2 |
| CC(=O)Nc1sc2c(c1C(c1ccccc1Cl)N1CCN(CCO)CC1)CCCC2 (stereo unspecified) | -4 | nt |
| COc1ccc(N(CC(=O)NCc2cccs2)S(=O)(=O)c2c(C)nn(C)c2C)cc1 | 7 | -10 |

Later entries.
SMILES	RmlC RmlD mix	HIV RNase H inh
CC(=O)Nc1cccc(NC(=O)CSc2nnc(Cc3cccn3C)n2-c2ccc(F)cc2)c1	-44	-9
CC(C)C(=O)Nc1c(C(=O)c2ccc(F)cc2)oc2ccccc12	1	3
COCCN1CCN(c2cc(-c3ccccc3)nc3cc(-c4cccc(F)c4)nn23)CC1	-7	nt
COc1ccc(C(=O)c2c(C)oc3ccc(O)c(CN4CCOCC4)c23)cc1	4	0
Cc1nn(C)cc1C(C(=O)NC1CCCCC1)N(C(=O)Cc1cccs1)c1ccc(C(C)C)cc1 (stereo unspecified)	17	nt
CS(=O)(=O)N(CC(=O)NC1CCCC1)Cc1ccc(Cl)cc1	-6	nt
CCCn1c2c(c(O)c(C(=O)Nc3ccc(OCC)cc3)c1=O)CCCC2	nt	-4
CCn1c(SCC(=O)N2CCC(C)CC2)nnc1-c1ccc(S(=O)(=O)N2CCN(C)CC2)cc1	2	nt
O=C(NC1CCCCCC1)c1c(O)c2ccccc2[nH]c1=O	5	-15
O=C1NCCCC2c3c(cc(Br)c(O)c3Br)OC12N1CCOCC1 (stereo unspecified)	-5	22
CCOc1ccc(-c2nnc(-c3cccnc3)o2)cc1OCC	-14	17
COc1ccc(Oc2nc(SC)nc3ccccc23)cc1	6	nt
COc1ccc(C(CNC(=O)c2cc(C)oc2C)N2CCOCC2)cc1 (stereo unspecified)	0	7
N#Cc1cn(CC(=O)N2CCCC2)c2ccccc12	-14	-10
CCCc1cc(=O)[nH]c(SCc2cc(C(=O)OC)c(C)o2)n1	7	-52
CCSC(SCC)[C@H](O)[C@@H](O)[C@H](O)[C@H](O)CO	16	1
COc1ccc(S(=O)(=O)N(C)c2c(C)n(C)n(-c3ccccc3)c2=O)cc1OC	-8	3
CCN1CCN(CC(=O)Nc2cc(F)ccc2C)CC1	9	-6
O=C(COc1ccc2ccccc2c1)NCCNC(=O)COc1ccc2ccccc2c1	-9	nt
CCCCNC(=O)NS(=O)(=O)c1ccc(C(=O)OC(C)C)o1	-10	-7
CCOC(=O)/C(C#N)=C/c1cc(C)n(-c2ccccc2)c1C	-12	nt
CCCOc1ccc(/C(O)=C2/C(=O)C(=O)N(CCN(C)C)C2c2ccc(OC)c(OC)c2)cc1 (stereo unspecified)	5	-7
COc1ccc(C)cc1S(=O)(=O)N(C)CC(=O)N1CCCCCC1	-10	-16
CC(C)CNS(=O)(=O)c1ccc(CCC(=O)Nc2ccc3c(c2)OCO3)cc1	-21	2
Cc1ccc(Cn2ccc(NC(=O)c3cc(-c4ccc(Br)cc4)on3)n2)cc1	-10	-6
CN1CSC2=C(C#N)C(c3cccc(OCc4ccccc4)c3)CC(=O)N2C1 (stereo unspecified)	-9	73*
COc1ccc(C(=O)N(CN2CCCC2=O)c2ccc(C)cc2)cc1	10	-21
Cc1ccc(CNC(=O)COC(=O)c2ccc(S(=O)(=O)N3CCCC3)cc2)cc1	9	nt
O=C(C#Cc1ccccc1)c1cccc([N+](=O)[O-])c1	2	nt
CC(C)(C)n1ncc2c(=O)n(CC(=O)Nc3ccccc3)cnc21	1	-25
Cc1ccc(-c2ccc(=O)n(CCC(=O)NCCN3CCCCC3C)n2)cc1 (stereo unspecified)	-11	-4
C[C@H]1CCC[C@@]2(O[C@@H](CCO)C[C@@H](O)[C@@H]2O)O1	20	nt
CCN(CC)S(=O)(=O)c1ccc(O)c(C(=O)OCC(=O)N(C)Cc2ccccc2)c1	-13	-11
NC1=C(c2ccc(F)cc2)C(=O)CS1	-10	6
COc1ccc(S(=O)(=O)N2CCCN(CC(=O)Nc3ccc4c(c3)OCO4)CC2)cc1	nt	-9
Oc1ccc2ccccc2c1/C=N/c1nccs1	-15	nt
O=C(Nc1ncc(Cc2ccccc2Cl)s1)C1CCCO1 (stereo unspecified)	-3	nt
O=C(CN1CCNCC1)Nc1ccc(Oc2ccccc2)cc1	-15	nt
COc1ccccc1N1CCN(C(=O)CSc2ccccc2)CC1	-17	nt
CCNc1nc2c(c(=O)[nH]c(=O)n2C)n1Cc1ccc(F)cc1	-6	-2
CCOC(=O)C1=C(C)NC(=O)NC1c1ccc(OC(=O)c2ccco2)cc1 (stereo unspecified)	-10	nt
CCOC(=O)c1cccc(NC(=O)CSc2nnc(C3CCCCC3)n2C)c1	0	3
CCc1ccc(N2CC(C(=O)OCC(=O)NC3CCS(=O)(=O)C3)CC2=O)cc1 (stereo unspecified)	0	-2
CC(=O)c1ccc(OCC(O)CN2CCC(C)CC2)cc1 (stereo unspecified)	5	-4
Cc1nc(NCCNC(=O)c2ccco2)c2c(C)c(C)sc2n1	-1	-4
Cc1cccc(NC(=S)NC2CC3CCCC(C2)N3Cc2cccs2)c1 (stereo unspecified)	8	nt
Cc1ccc(C)c(C(=O)CC2(O)C(=O)Nc3ccccc32)c1 (stereo unspecified)	5	-30
CS(=O)(=O)N(CC(=O)N1CCCC1)c1ccc(OCc2ccccc2)cc1	11	-27
O=C(NCCC1=CCCCC1)c1ccc(CN2CCOCC2)cc1	-2	-1
c1cncc(-c2nc(Oc3ccc(-c4nnco4)cc3)c3c4c(sc3n2)CCCC4)c1	nt	-11
O=C(CN1C(=O)c2ccccc2C1=O)Nc1ccccc1C(=O)NC1CCCCC1	11	nt
Cn1nc(-c2ccc(Cl)cc2)c2cc(C(=O)NCCCN3CCCC3)sc21	-4	-23
Cc1ccc2c(c1)C1C=CCC1C(C(=O)O)N2 (stereo unspecified)	nt	-6
Cc1ccc(-c2nnn(CC(=O)N3CCCc4ccccc43)n2)cc1	-14	nt
Nc1nc2n(n1)C(c1ccco1)CC(c1ccc(Cl)c(Cl)c1)N2 (stereo unspecified)	-8	-10
O=C(Cc1ccc(Cl)cc1)Nc1ccccc1N1CCOCC1	-8	nt
Cc1ccc(S(=O)(=O)/N=C(/NC(=S)Nc2ccccc2)c2ccccc2)cc1	-1	nt
Clc1ccccc1Cn1nnc2c(NCCN3CCOCC3)ncnc21	88	-3
CCOC(=O)N1CCC(NC(=O)CNS(=O)(=O)c2ccc(Br)s2)CC1	7	-16
CCOc1ccc(NC(=O)C2CCCN(S(=O)(=O)c3c(C)n[nH]c3C)C2)cc1 (stereo unspecified)	nt	-5

3 compounds picked at random from the list so far, as already listed:
SMILES	RmlC RmlD mix	HIV RNase H inh
COc1ccc(CNC(=O)COC(=O)c2n[nH]c3ccccc23)cc1OC	16	-2
Cc1nn(C)cc1C(C(=O)NC1CCCCC1)N(C(=O)Cc1cccs1)c1ccc(C(C)C)cc1 (stereo unspecified)	17	nt
N#Cc1cn(CC(=O)N2CCCC2)c2ccccc12	-14	-10

Back to the main list, repeating the two entries before the break.
SMILES	RmlC RmlD mix	HIV RNase H inh
CCOC(=O)N1CCC(NC(=O)CNS(=O)(=O)c2ccc(Br)s2)CC1	7	-16
CCOc1ccc(NC(=O)C2CCCN(S(=O)(=O)c3c(C)n[nH]c3C)C2)cc1 (stereo unspecified)	nt	-5
O=C(CSc1nc2ncccc2[nH]1)NCCc1ccccc1	6	nt
Brc1ccc(Oc2nsnc2N2CCOCC2)cc1	0	-15
Cc1ccc2c(c1)NC(=O)C(CC(=O)NCCCN1CCc3ccccc3C1)O2 (stereo unspecified)	5	10
COc1ccc(-c2nnc(SCC(N)=O)n2N)cc1	-10	-9
CCOc1ccc(Nc2nc(CC(=O)OC)cc(=O)[nH]2)cc1	12	-5
COc1ccc(-c2nc3c(c(SCC(=O)N4CCOCC4)n2)COC(C)(C)C3)cc1	-8	5
CN(C(=O)Nc1ccc(Cl)cc1Cl)[C@H]1c2cc(Br)ccc2OC[C@H]1CO	-11	nt
O=C(NCCc1ccccc1)c1ccc(NC2=NC3CS(=O)(=O)CC3S2)cc1 (stereo unspecified)	3	nt
CC(=C1C(=O)c2ccccc2C1=O)N1CCN(CCN=Cc2c(O)n(C)c(=O)n(C)c2=O)CC1	38	-1
Cc1nnc(SCCOC(N)=O)n1C	-9	-14
Cc1cc(C)c(C#N)c(SCC(=O)NC2CC2)n1	-8	-13
COc1cc(OC)cc(-c2nnc(SCC(=O)N3CCOCC3)o2)c1	-4	-10
CCC(=O)N1CCNC(=O)C1CC(=O)Nc1ccc(C)c(Cl)c1 (stereo unspecified)	-11	3
CC1CCC(NC(=O)c2ccc(N3CCCC3=O)cc2)CC1 (stereo unspecified)	7	11
CCCCOC(=O)/C(=C\c1ccc([N+](=O)[O-])o1)NC(=O)c1ccccc1	-8	nt
Cc1cc(S(=O)(=O)Nc2cccc(O)c2)c(C)s1	1	-15
CCOC(=O)CC1ON(C)C(=O)N1c1ccc(Cl)cc1Cl (stereo unspecified)	-8	nt
COC(=O)C1=C(C(=O)OC)[C@@H]2N(Cc3ccccc3)c3ccccc3[C@@]23C[C@@H](C(=O)OC)N=C3N1	6	nt
CC(=O)c1cc2c(cc1NC(=O)CN1CCCCCCC1)OCO2	19	nt
Cc1nnc(SCC(=O)Nc2ccc3c(c2)OCCO3)n1N	-5	nt
CCSc1nnc(NC(=O)c2c(-c3ccccc3Cl)noc2C)s1	-8	5
CC(=O)NCCn1c(SCc2ccccc2C)nc2ccccc2c1=O	-5	nt

Full records, quoted from the list.
CN(C(=O)Nc1ccc(Cl)cc1Cl)[C@H]1c2cc(Br)ccc2OC[C@H]1CO is entered as RmlC RmlD mix = -11; HIV RNase H inh = nt
Brc1ccc(Oc2nsnc2N2CCOCC2)cc1 is entered as RmlC RmlD mix = 0; HIV RNase H inh = -15
